High-throughput results (PubChem BioAssay)
ARNT TACC3 PPI: disruptors of ARNT/TACC3 protein interaction, primary screen, biochemical, AlphaScreen, single concentration; 390,000 tested, 0.66% active; Transforming acidic coiled-coil-containing protein 3 (Homo sapiens), Q9Y6A5; inhibition, % at 9.99 µM; AlphaScreen His-ARNT PAS-B/GST-TACC3 binding, luminescence; TACC3 fragment carries E629A point mutation;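 active means mean inhibition of replicates at least 50% and at least half of replicates each reaching 50%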;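 further: 0% = complete ARNT plus TACC3 wells and 100% = ARNT alone without TACC3; many hits fall short of the cut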
PAX8 reporter: inhibitors of PAX8-driven TPO luciferase reporter, primary screen, RMG-I cells, single concentration. AID 652154, 2013. 360,000 tested, 1.2% active. inhibition, % at 12.6 µM. SteadyGlo, 24 h;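 active means mean replicate inhibition at least 60% with every replicate also reaching 60%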;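 further: luciferase light reporting Pax8 driven TPO promoter activity; plate controls were median of neutral control wells for no effect and mitoxantrone controls for full effect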
Active calls of the source: *. Some of the compounds tested (hit frequency here may not be typical).

SMILES	ARNT TACC3 PPI	PAX8 reporter
COc1ccc2c(c1)-c1ccccc1S(=O)(=O)N2C	-16.9	-9.6
O=C(NCC1CCCO1)c1nn2c(c1Cl)NC(c1ccc(F)cc1)CC2C(F)(F)F (stereo unspecified)	-3.2	13.4
O=C(Nc1cccnc1)c1cccnc1Cl	1.5	-3.4
Cc1ccc(NC(=S)NNC(=S)NCc2ccccc2)cc1	22.4	-29.0
CCCOc1ccc(-c2nnn(CC(=O)OCC)n2)cc1	-2.9	-25.8
Cc1c(C(C)(C)C)c(C=S)n2ccccc12	6.6	-2.7
CCCCCCOC(=O)Sc1nc2ccccc2o1	-4.1	-173.2
COc1ccc(CN2C(=O)c3cccnc3C2Nc2ccc(C)cc2)cc1 (stereo unspecified)	-2.9	-8.9
COCc1cc(C)n(CC(=O)NC(C)c2ccccc2)c(=O)c1C#N (stereo unspecified)	-4.8	4.1
CSCCC(NC(=O)c1ccco1)C(=O)OC(C)C(=O)NC(=O)NC1CCCCC1 (stereo unspecified)	0.7	18.8
CCn1c(NC(=O)c2cccs2)nc2ccccc21	-2.8	-33.5
CCC(=O)c1cc(-c2nc3ccccc3n2C)n(C)c1	1.3	-1.8
COC(=O)c1c(C)oc2cc(Br)c(OCC(=O)C(C)(C)C)cc12	-4.3	21.5
CC1=C(C(N)=O)C(c2ccccn2)n2nc(SCc3ccccc3Cl)nc2N1 (stereo unspecified)	0.3	6.9
O=S1(=O)CCC(NCC2CCCO2)C1 (stereo unspecified)	-20.1	15.7
CC(=O)N1CCc2cc(Br)cc(S(=O)(=O)NCCCN3CCC(C)CC3)c21	2.7	-5.2
Cc1nc(NS(=O)(=O)c2cccs2)c2c3c(sc2n1)CCC3	-3.4	8.5
COc1cccc(C(=O)CSc2nnnn2C)c1	-0.1	21.3
CC1CCN(c2nc(-c3ccccc3O)nc3ccccc23)CC1	-6.7	16.6
CCN(CC)c1ccc(-c2nc3cnccn3c2NC2CCCC2)cc1	-4.0	12.6

Quoted at random: two records from the list
SMILES	ARNT TACC3 PPI	PAX8 reporter
Cc1ccc(NC(=S)NNC(=S)NCc2ccccc2)cc1	22.4	-29.0
O=C(Nc1cccnc1)c1cccnc1Cl	1.5	-3.4

(cont.)
SMILES	ARNT TACC3 PPI	PAX8 reporter
CCCCn1c(NC(=O)c2ccccc2Cl)c(C#N)c2nc3ccccc3nc21	24.7	30.3
O=C1OCC(CO)(CO)N=C1NNc1cc(Cl)ccc1Cl	10.7	4.4
O=C(O)C1C2C=CC(C2)C1C(=O)Nc1nccs1 (stereo unspecified)	-6.3	-1.9
O=C(COc1ccc2c(c1)CCC2)N1CCc2ccccc21	-7.3	-254.7
S=C(NCc1cccs1)Nc1ccc(Cl)cc1	2.5	-73.9
CNC(=O)CCC(=O)Nc1ccc(C(=O)OC)cc1	-4.6	1.4
COc1ccc(N(C(C)C(=O)NCc2ccco2)S(C)(=O)=O)cc1 (stereo unspecified)	-1.1	8.6
O=C(CCn1c(=O)[nH]c2ccsc2c1=O)N(CCc1ccccc1)Cc1ccccc1	4.0	9.4
Cc1ccc(Oc2ccccc2/C=C2\SC(=O)N(C)C2=O)cc1	-9.4	-19.3
Cc1ccccc1NC(=S)NC(NC(=O)COc1ccccc1)C(Cl)(Cl)Cl (stereo unspecified)	4.3	14.0
CCCCOc1ccc(NC(=O)c2cnc(C)cn2)cc1	-0.8	-69.8
COC(=O)c1ccc(S(=O)(=O)N2C3CCC2CC(NC(=O)NC2CCCCC2)C3)cc1 (stereo unspecified)	-5.7	-38.5
Cc1cc(OCC(F)(F)C(F)(F)C(F)(F)C(F)(F)C(F)(F)C(F)F)nc(N)n1	-1.8	13.5
CC(C)c1ccc(-c2nn[nH]n2)cc1	-5.0	-42.7
Cn1c(=O)cc(OCCCC(=O)Nc2ccccn2)c2ccccc21	-9.1	11.9
Cc1onc(-c2ccccc2)c1C(=O)N1CCC(C)CC1	-1.7	10.8
Cn1c(=O)cc(SCC(=O)NCCCN2CCN(c3ccccc3F)CC2)c2ccccc21	8.2	-7.5
CC1(Cc2ccc3c(c2)OCO3)NC(=O)NC1=O (stereo unspecified)	-7.9	-4.4
Cc1cc(Cl)ccc1OCc1nc(-c2ccc(O)cc2)n[nH]1	-4.0	-27.8
CCN(CC)S(=O)(=O)c1cc(C(=O)Nc2cc(Cl)ccc2N2CCN(C)CC2)ccc1Cl	-2.1	39.5

4 entries from above, field by field.
Cc1cc(OCC(F)(F)C(F)(F)C(F)(F)C(F)(F)C(F)(F)C(F)F)nc(N)n1
  ARNT TACC3 PPI: -1.8	PAX8 reporter: 13.5
O=C(COc1ccc2c(c1)CCC2)N1CCc2ccccc21
  ARNT TACC3 PPI: -7.3	PAX8 reporter: -254.7
Cc1ccccc1NC(=S)NC(NC(=O)COc1ccccc1)C(Cl)(Cl)Cl (stereo unspecified)
  ARNT TACC3 PPI: 4.3	PAX8 reporter: 14.0
Cc1ccc(Oc2ccccc2/C=C2\SC(=O)N(C)C2=O)cc1
  ARNT TACC3 PPI: -9.4	PAX8 reporter: -19.3

Further records
SMILES	ARNT TACC3 PPI	PAX8 reporter
CC(C)COc1ccc(-c2nn(-c3ccccc3)cc2C(=O)Nc2nccs2)cc1	-2.0	3.3
COc1ccc(C(=O)/C=C(\C)Nc2ccc3c(c2)OCO3)cc1	-4.0	-150.7
CCn1c(NC(=S)Nc2ccccc2)nc2ccccc21	1.0	-115.6
O=C(O)c1oc2ccccc2c1CSc1ccccn1	0.8	19.2
O=C1c2ccccc2C(=O)N1CCSc1ncn[nH]1	-2.5	-5.4
COc1ccc(CCNC(=O)CC2COc3ccccc3O2)cc1OC (stereo unspecified)	-2.1	-1.5
COc1ccc(OC)c(NC(=O)CSc2nnc(-c3ccco3)n2-c2ccc(C(=O)O)cc2)c1	-0.2	-0.8
CS(=O)(=O)N1CCN(c2ccc([N+](=O)[O-])c(NCCN3CCOCC3)c2)CC1	-1.9	8.8
Cc1ccc(NC(=O)CSCC(=O)O)c(C)c1	-2.0	-2.4
Cc1ccc(S(=O)(=O)N2CCN(C(=O)Cc3ccccc3)CC2)cc1	-1.0	17.1
Cc1cccc(NC(=O)Cn2c(=O)n(CCC(=O)NC3CCCC3)c(=O)c3ccccc32)c1	1.5	2.9
O=C(NC1CCN(C(=O)Nc2ccccc2)CC1)C1CCCCC1	-3.1	15.9
Cc1ccc2[nH]c(-c3cccc(N)c3)cc2c1	-5.1	-193.2
COCc1nnc(NC(=O)c2sc3ccccc3c2Cl)s1	1.3	-170.1
C=C(C)Cn1c(CCCNC(=O)C(C)(C)C)nc2ccccc21	0.0	-0.7
COc1ccc(C(=O)CSc2nnc(-c3cccnc3)n2Cc2ccco2)cc1	4.0	2.4
CC(=O)OCc1c(C(F)(F)F)nn(C)c1Oc1cccc(C(F)(F)F)c1	-7.8	-3.1
CCOc1ccc(C2C=C(c3ccccc3)Nc3nnnn32)cc1 (stereo unspecified)	-1.5	-203.8
Cc1nnc(Oc2ccccc2F)c2ccccc12	-2.5	-93.5
CN(C)C(=O)CSc1nnc(-c2cnccn2)n1C	-7.3	5.3
CN1C(=O)CC(N2CCN(C(c3ccccc3)c3ccccc3)CC2)C1=O (stereo unspecified)	-5.3	0.5
Cc1nc2nc[nH]n2c(=O)c1CCC(C)C	-9.1	-35.1
O=C(OC1CCN(c2ncc(C(F)(F)F)cc2Cl)CC1)c1cccc(C(F)(F)F)c1	-12.6	10.8
NS(=O)(=O)c1ccc(NC(=O)CSC2CCCCC2)cc1	0.4	-4.5
Cc1noc(C)c1S(=O)(=O)NC1CCCc2ccccc21 (stereo unspecified)	1.9	4.4
C=CCC(C)(NCc1ccccc1)c1ccco1 (stereo unspecified)	-7.4	-1.5
CC1(C)CC(=O)C=C(N2CCNCC2)C1	-3.2	-8.3
COC(=O)CN(n1cnnc1)S(=O)(=O)c1ccccc1Cl	-1.0	12.1
CC(C)OCC(O)CN1CCNCC1 (stereo unspecified)	-7.7	-10.9
Oc1ccccc1/C=N/Nc1nccnc1Cl	67.0*	4.7
CC1CCN(C(=O)CN(C)S(=O)(=O)c2cccc3nsnc23)CC1	0.3	-3.3
O=C(NCCCN1CCCC1=O)c1ccc2c(=O)n(Cc3ccco3)c(=S)[nH]c2c1	-9.5	18.8
Cn1c(=O)c2c(nc(SCC(=O)NCc3ccc4c(c3)OCO4)n2Cc2ccc(F)cc2)n(C)c1=O	-0.3	-3.8
CN1CCN(CC(O)COc2ccc(OCC(O)CN3CCN(C)CC3)cc2)CC1 (stereo unspecified)	-5.5	18.3
Cc1c(Cl)cccc1NC(=O)CSc1nnc(CCNC(=O)OC(C)(C)C)o1	-7.0	17.6
Cc1ccc2nc(-c3ccc(NC(=S)NC(=O)CC(C)C)cc3)sc2c1	-10.3	-158.1
Cc1nnc(N(C(=O)c2cnccn2)c2ccccc2)s1	19.5	-24.4
OC(Cn1cncn1)(c1ccccc1)c1ccccc1	1.0	3.6
Cc1ccc(-c2nn(-c3ccccc3)cc2C2CC(c3cccs3)=NN2C(=O)CCCC(=O)O)cc1 (stereo unspecified)	-37.2	-8.4
O=C(CSc1nnc(CNC(=O)c2cccs2)o1)NC1CCCCC1	0.8	13.4
Cc1onc(C(=O)N2CCC(C(N)=O)CC2)c1-c1ccccc1Cl	-7.4	-6.7
COc1ccc(OC)c(NC(=O)CN2CCN(C(=O)c3ccco3)CC2)c1	-2.6	19.2
COCCNC(=O)c1cn(C)c(=O)c2cc(OC)c(OC)cc12	-5.1	20.9
CC(NC(=O)c1ccco1)C(=O)Nc1nc(-c2ccccn2)cs1 (stereo unspecified)	65.4*	-6.6
NC(=O)c1ccsc1NC(=O)COC(=O)Cc1ccsc1	-0.8	-28.2
CCOc1ccccc1C(=O)N1CCC(n2nnc3cc(C)ccc32)CC1	-3.7	17.0
COc1ccc(CNC(=O)CSc2nc3nc(C)cc(C)n3n2)cc1	1.1	6.9
COc1ccc(C(=O)c2sc3nc(-c4ccccc4)ccc3c2N)cc1OC	2.8	-5.4
COc1ccc(C(=O)COc2cccc(NC(=O)c3ccco3)c2)cc1	1.5	-9.4
C/C(N)=C(\C#N)C(=O)NCc1ccccn1	11.7	-10.3
CCc1ccc(CNc2ccc(N3CCN(C(C)=O)CC3)cc2)cc1	12.2	12.1
COc1cc(SC)ccc1C(=O)NC1CCCCC1	-1.7	-64.5
O=c1[nH]c2cc3c(cc2cc1C(c1nnnn1Cc1ccccc1)N1CCCCCC1)OCCO3 (stereo unspecified)	-0.3	6.7
CCCCn1c(SCC(N)=O)nc2ccc(N3CCOCC3)cc2c1=O	1.3	8.3
Cc1cc(N2C(=O)C(=O)/C(=C(/O)c3ccc(F)cc3)C2c2cccc(Br)c2)no1 (stereo unspecified)	-1.5	-0.9
CCOC(=O)C1C(=O)CC(C)(O)C(C(=O)OCC)C1c1ccco1 (stereo unspecified)	5.9	6.5
CC(C)N1C(=O)CC(Nc2ccc(N3CCOCC3)cc2)C1=O (stereo unspecified)	5.1	-61.9

Compound profiles (already shown).
Cc1onc(C(=O)N2CCC(C(N)=O)CC2)c1-c1ccccc1Cl is listed with ARNT TACC3 PPI = -7.4; PAX8 reporter = -6.7
CCOc1ccccc1C(=O)N1CCC(n2nnc3cc(C)ccc32)CC1 is listed with ARNT TACC3 PPI = -3.7; PAX8 reporter = 17.0
CCc1ccc(CNc2ccc(N3CCN(C(C)=O)CC3)cc2)cc1 is listed with ARNT TACC3 PPI = 12.2; PAX8 reporter = 12.1
